# Compound activity (PubChem)
# NPSR antagonist: antagonists of human neuropeptide S receptor cAMP signaling; CHO-NPSR cells, cAMP TR-FRET, antagonist mode; Potency, µM (titrated, usually from 38.3 µM), for inactives: at the highest dose activity change, negative = inhibition, most hits filed as inhibitors; hit rate 1% among 220,000; AID 1461; further: on the % scale 0 is the no-effect control and ±100 the full control effect; nearly all actives have a fitted effect of over 50% in size; many of its hits are not listed in these tables
# Epigenetic derep: epigenetic control regulation, reporter derepression; murine LDR cells, GFP reporter derepression, 30 h; Potency, µM (series often up to 53.9 µM), for inactives: top-dose GFP activation, most hits filed as activators; hit rate 0.2% among 280,000; AID 1865; further: % of control where 0% means no effect; nearly all actives have a fitted effect of over 60% in size
#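 Murine LDR cells bearing a silenced CMV-driven GFP reporter were exposed to compound for 30 h at 37 C. After PBS washes, GFP-positive cells (20-120 um objects) counted by laser-scanning microplate cytometry.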
# ALDH1A1 block: inhibitors of human aldehyde dehydrogenase 1A1. AID 1030. Purified ALDH1A1, NADH fluorescence, propionaldehyde substrate. P00352. hit rate 7.3% among 220,000. Potency, µM (highest dose often 75.3 µM), for inactives: at the highest dose activity, negative = inhibition, actives largely listed as inhibitors; active means well fitted inhibition curve with a large enough effect, not every such curve was filed as active; inconclusive means small, poorly fitted or top-dose-only effect, or another doubt; inactive means no such curve, though single readings can be large or run the other way;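 further: plate controls were no enzyme wells and a reference inhibitor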
# Target sequence (P00352 whole entry, looked up): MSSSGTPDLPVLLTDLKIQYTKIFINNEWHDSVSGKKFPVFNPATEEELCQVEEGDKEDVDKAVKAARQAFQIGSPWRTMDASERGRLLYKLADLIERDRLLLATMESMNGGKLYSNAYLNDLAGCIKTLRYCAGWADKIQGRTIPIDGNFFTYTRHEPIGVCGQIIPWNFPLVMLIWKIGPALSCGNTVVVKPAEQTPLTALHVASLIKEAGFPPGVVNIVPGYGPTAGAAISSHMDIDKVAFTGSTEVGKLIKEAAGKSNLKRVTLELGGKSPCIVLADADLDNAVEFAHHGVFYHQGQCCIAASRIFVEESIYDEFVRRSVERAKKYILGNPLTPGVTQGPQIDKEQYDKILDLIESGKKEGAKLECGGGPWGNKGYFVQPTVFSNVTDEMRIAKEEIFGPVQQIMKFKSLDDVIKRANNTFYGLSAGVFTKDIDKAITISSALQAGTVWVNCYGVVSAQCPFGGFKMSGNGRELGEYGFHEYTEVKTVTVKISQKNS
# GAA inhib: blocks human lysosomal alpha-glucosidase; purified human GAA, 4-MU-alpha-glucoside fluorescence; hit rate 0.005% among 200,000; Potency, µM (top dose mostly 76.9 µM), inactives show top-dose activity change, negative = inhibition, most hits filed as inhibitors; P10253;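 further: plate controls were uninhibited enzyme wells for no effect and no-enzyme background for full effect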
#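 Compounds are titrated up to 77 uM against 4 nM human enzyme. Substrate 4-methylumbelliferyl-alpha-D-pyranoside (400 uM) reacts 20 min at room temperature in pH 5.0 buffer; liberated 4-methylumbelliferone is read at 440 nm.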
# GLA spleen mod: inhibits or activates alpha-galactosidase in human spleen homogenate; P06280; human spleen homogenate, 4MU-alpha-Gal fluorescence, 40 min; Potency, µM (top dose mostly 80 µM), inactives show at the top dose activity change, negative = inhibition, hits mostly inhibitors; hit rate 0.008% among 240,000; AID 2107;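 further: 0% = enzyme with vehicle and -100% = no enzyme basal signal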
# Target sequence (P06280 32-429 limits assumed): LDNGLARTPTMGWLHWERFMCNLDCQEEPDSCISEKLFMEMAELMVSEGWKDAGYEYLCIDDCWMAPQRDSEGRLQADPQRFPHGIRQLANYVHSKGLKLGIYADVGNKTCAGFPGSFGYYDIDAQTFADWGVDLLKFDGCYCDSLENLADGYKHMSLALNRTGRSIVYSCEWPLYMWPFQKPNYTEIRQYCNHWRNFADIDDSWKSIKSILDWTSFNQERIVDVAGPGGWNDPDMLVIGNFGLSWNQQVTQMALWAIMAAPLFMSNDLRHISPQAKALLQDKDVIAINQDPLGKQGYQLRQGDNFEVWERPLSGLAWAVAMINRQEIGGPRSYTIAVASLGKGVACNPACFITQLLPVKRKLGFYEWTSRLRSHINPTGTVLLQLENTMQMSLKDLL
#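 Human spleen homogenate (1 ug) was the enzyme source, with 4-methylumbelliferyl-alpha-D-galactopyranoside (1 mM final) in pH 5.0 citrate buffer with 0.01% Tween-20. Compounds were titrated; after 40 min at 37C, NaOH/glycine stop, 4-MU fluorescence read; AC50 from Hill fits.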
# GAA glycogen mod: alters human alpha-glucosidase cleavage of glycogen; P10253; recombinant GAA, glycogen substrate, Amplex Red glucose oxidase fluorescence; Potency, µM (doses to about 76.4 µM), without a hit: top-dose activity change, negative = inhibition, actives largely listed as inhibitors; hit rate 0.38% among 300,000; AID 2100;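 further: 0% = full enzyme reaction and -100% = no-enzyme basal signal; the screen sought inhibitors and activators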
#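 Recombinant human enzyme (4 nM); glycogen substrate; 37 C, 40 min, pH 5.0. Readout: coupled glucose oxidase/Amplex Red fluorescence.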
# aGlu spleen mod: inhibits or activates alpha-glucosidase in human spleen homogenate | P10253 | human spleen homogenate, 4-MU-alpha-glucoside fluorescence | Potency, µM (titrated, usually from 79.9 µM), inactives show top-dose activity change, negative = inhibition, hits mostly inhibitors | hit rate 0.006% among 240,000;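 further: 0% = enzyme with vehicle and -100% = no enzyme basal signal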
#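 AC50 values come from Hill-equation fits of concentration-response data, normalized to no-enzyme and full-activity controls. Enzyme source: 1 ug human spleen homogenate; 1 mM fluorogenic 4-MU glucoside, pH 5.0 citrate buffer, 37 C, 40 min.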
# Tau fluor counter: counter-screen for tau fibril formation inhibitors. Potency, µM (top dose mostly 57.7 µM), for the others: at the top dose activity change, negative = decrease. AID 1463. hit rate 0.93% among 280,000. tau K18 P301L (four-repeat tau fragment) Alexa594 fluorescence, heparin fibrillization; further: on the % scale 0 is the no-effect control and ±100 the full control effect; nearly all actives have a fitted effect of over 55% in size
#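 Human K18 P301L tau (15 uM unlabeled plus 0.24 uM Alexa 594-labeled, final) in 100 mM sodium acetate pH 7 was mixed with compound and 20 uM heparin and incubated 6 hr at 37 C.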
# * marks the source's active call; other numbers are inactive results; ? = inconclusive; . = no result given; & = joins results of further samples; [ ] = remark or other dose. Unless noted, the call rests on the fitted dose curve; in most records, active means well fitted curve in the direction sought with a large enough effect; inconclusive means small, poorly fitted or top-dose-only effect, or another doubt; inactive means no such curve, though single readings can be large; an effect the other way counts as inactive or inconclusive. Potency means the concentration at half of the fitted maximal effect. Some of the compounds tested; rates above refer to the full screens.
# Order of results: NPSR antagonist | Epigenetic derep | ALDH1A1 block | GAA inhib | GLA spleen mod | GAA glycogen mod | aGlu spleen mod | Tau fluor counter
CC1CN(C(=S)NC(=O)c2cccc([N+](=O)[O-])c2)CC(C)O1 (stereo unspecified)
  -2%[46.1 µM] | 2.3% | ? | 0% | -10% | -4% | 0% | -3%
CC(=O)Oc1ccc(-c2cccc(C(=O)Oc3ccccc3)c2)cc1
  -26%[46.1 µM] | -0.2% | -4% | -8% | 4% | -15% | 4% | ?
COC(=O)COc1ccc(S(=O)(=O)NCC2CCCO2)cc1Cl (stereo unspecified)
  -11%[46.1 µM] | -1.0% | 5% | -1% | 7% | 7% | 2% | 7%
COc1cc(N)c(Br)cc1C(=O)O
  8% | 0.0% | 0% | 0% | -4% | 7% | -6% | 1%
COc1ccc(-c2nc(-c3cccc(C(F)(F)F)c3)no2)cc1OC
  ? | -4.5% | 4% | -2% | 4% | -6% | -2% | -6%
CC1CCN(C(=O)CSc2nnc(Cn3c(=O)sc4ccccc43)n2C)CC1
  -2%[46.1 µM] | 0.0% | 3% | 1% | 6% | 4% | 1% | 4%
COC(=O)c1ccc(CSc2nnc(CNC(=O)COc3ccc(Cl)cc3)o2)o1
  4%[46.1 µM] | 2.9% | -1% | -1% | 0% | 4% | -1% | -15%
Cc1cc(C)n2cc(CSCC(=O)O)nc2n1
  17% | -1.1% | ? | -18% | 5% | -5% | -1% | -3%
CCNC(=O)COC(=O)CCNC(=O)c1cccc(C)c1
  11% | 1.1% | 1% | -7% | 6% | -2% | . | 5%
COc1cccc2[nH]c3c(=O)n(CCN(C)C)cnc3c12
  1%[46.1 µM] | -0.7% | ? | 1% | 7% | 6% | 3% | -1%
CC1CC(C)CN(C(=S)NC2CCCCC2)C1 (stereo unspecified)
  -5% | -1.3% | -7% | -2% | 6% | 0% | 9% | 4%
CCC(=O)Nc1cc(C(F)(F)F)ccc1N1CCOCC1
  -10%[46.1 µM] | 0.9% | 8% | 5% | 4% | -4% | 2% | -6%
CCS(=O)(=O)N1CCN(c2cnn(-c3ccccc3)c(=O)c2Cl)CC1
  6% | -1.5% | 1% | -10% | 3% | -3% | -10% | 0%
O=C(CSc1nnc2ccccn12)NNC(=O)c1ccccc1
  7% | -2.6% | 3% | 3% | 3% | -8% | -2% | 1%
O=C(COc1ccc(Br)cc1)Nc1ccc([N+](=O)[O-])cn1
  -25%[46.1 µM] | -1.1% | -6% | -2% | 5% | 0% | -8% | -22%
S=c1[nH]nc(Cc2ccccc2)n1Cc1ccco1
  19%[46.1 µM] | -0.9% | -9% | 7% | 8% | -1% | -26% | -11%
Fc1cnc(Cl)nc1N1CCN(c2ccccc2)CC1
  -8% | 2.0% | . | . | 7% | 3% | -6% | -15%
Cc1ccc(S(=O)(=O)Nc2ccc3c(c2)nc(CCN2CCOCC2)n3C)cc1
  11% | -2.1% | . | . | -2% | -5% | 3% | 1%
COCCN(Cc1cc2c(C)cc(C)cc2nc1Cl)C(=O)c1ccccc1F
  -37% | -0.1% | ? | -10% | -10% | 5% | -7% | -12%
Cc1cc(N=Nc2c(O)c3ccccc3[nH]c2=O)ccc1N=Nc1ccc(C(=O)N(C)C)cc1
  -8% | 0.0% | . | . | -1% | 5% | 2% | ?
COc1ccc(/C=C/CN2CCN(CCc3ccccc3)C(CCO)C2)cc1 (stereo unspecified)
  2% | 3.8% | ? | -11% | 1% | -9% | -15% | -12%
c1ccc(N2CCN(c3nnc(Cc4cccnc4)c4ccccc34)CC2)nc1
  -13%[46.1 µM] | -0.5% | -14% | ? | -11% | 5% | 1% | -1%
CSc1cccc(NS(=O)(=O)c2cccc3nsnc23)c1
  -9%[46.1 µM] | 0.0% | ? | -4% | -3% | 1% | -8% | -12%
CCOC(=O)N/N=C\c1ccc([N+](=O)[O-])s1
  -21% | 9.4% | -11% | -7% | 2% | 7% | -3% | -28%
Cc1cc(Cl)ccc1OCC(=O)N1CCCCC1
  5%[46.1 µM] | 0.0% | -14% | -10% | -6% | 3% | -7% | -4%
COC(=O)c1ccccc1N(Cc1ccccc1)S(C)(=O)=O
  -6%[46.1 µM] | 0.3% | -2% | -11% | 3% | 4% | 2% | 7%
Cc1nc2ccccc2nc1OCc1ccc([N+](=O)[O-])cc1
  -1% | 0.0% | 0% | 4% | 3% | -5% | 5% | 0%
Cc1cccc(S(=O)(=O)C(C#N)c2nc3ccccc3nc2N2CC(C)OC(C)C2)c1 (stereo unspecified)
  -5%[46.1 µM] | 7.8% | ? | -2% | 4% | -5% | 1% | -20%
NC(=O)CSc1nc2c(c(=O)n1-c1ccccc1)C1(CCCCC1)Cc1ccccc1-2
  ? | 1.1% | ? | -4% | -6% | -7% | 3% | -10%
O=c1c2c3c(sc2nc(NCCO)n1CCc1ccccc1)CCCCC3
  -50% | -1.1% | ? | -8% | -7% | 5% | -14% | 14µM*[quencher]
C/C=C/C(=O)Nc1cccc(C2=NOC3(C2)C[C@H](C(N)=O)N(C(=O)c2ccccc2C(=O)c2ccccc2)C3)c1 (stereo partly specified)
  11% | -1.7% | . | . | 3% | 3% | -4% | -20%
O=C(NCc1nc2ccccc2[nH]1)C1=C[C@H](c2ccccc2)C[C@H](OCc2ccc(CO)cc2)O1
  38% | -6.0% | 13% | . | -8% | 1% | 3% | -28%
O=C(NCc1ccco1)C(c1ccccc1)N(Cc1cccnc1)C(=O)Cn1nnc2ccccc21 (stereo unspecified)
  -5%[46.1 µM] | -1.0% | 1% | 6% | 5% | 6% | 1% | 4%
CC(C)CC(=O)Nc1ccc2ccccc2c1
  -3%[7.67 µM] | 0.0%&-2.9% | -5% | ? | 2%&-1% | 4%&5% | 1%&0% | -14%&5%
O=c1[nH]cnc2c1sc1nc3c(c(-c4ccc(Cl)cc4)c12)CCC3
  ? | 1.6% | ? | -8% | 6% | 7% | 2% | -10%
O=C(Nc1nc2ccccc2[nH]1)C1CCC1
  1% | -1.6% | 6% | -1% | -4% | 0% | 1% | -5%
Clc1ccccc1CONc1ncnc2nonc12
  -10% | 0.1% | -4% | 0% | -3% | 2% | -5% | -10%
CCCc1cc(=O)n2[nH]c(CCc3ccccc3)nc2n1
  -11%[46.1 µM] | -1.1% | 9% | -1% | 2% | -1% | -3% | 11%
COc1ccc(N(CC(=O)Nc2ccccc2C(=O)NCC(C)C)S(C)(=O)=O)cc1
  8% | -14% | 19% | -8% | 3% | 1% | 0% | -3%
Nn1c(SCC(=O)NC(=O)NC2CCCC2)nnc1-c1ccccc1F
  -10%[46.1 µM] | -2.6% | -14% | -5% | -4% | 13% | -11% | -1%

# By substructure: the compounds so far with a furan ring, fused or not.
# Order of results: NPSR antagonist | Epigenetic derep | ALDH1A1 block | GAA inhib | GLA spleen mod | GAA glycogen mod | aGlu spleen mod | Tau fluor counter
COC(=O)c1ccc(CSc2nnc(CNC(=O)COc3ccc(Cl)cc3)o2)o1
  4%[46.1 µM] | 2.9% | -1% | -1% | 0% | 4% | -1% | -15%
S=c1[nH]nc(Cc2ccccc2)n1Cc1ccco1
  19%[46.1 µM] | -0.9% | -9% | 7% | 8% | -1% | -26% | -11%
O=C(NCc1ccco1)C(c1ccccc1)N(Cc1cccnc1)C(=O)Cn1nnc2ccccc21 (stereo unspecified)
  -5%[46.1 µM] | -1.0% | 1% | 6% | 5% | 6% | 1% | 4%

# Other entries
Compound,NPSR antagonist,Epigenetic derep,ALDH1A1 block,GAA inhib,GLA spleen mod,GAA glycogen mod,aGlu spleen mod,Tau fluor counter
Cc1csc(NC(=O)CSc2nnc(-c3ccccc3)o2)n1,-13%[46.1 µM],-0.3%,12%,2%,2%,1%,-10%,-17%
S=C(NCc1ccccn1)Nc1ccc(Br)cc1Cl,-4%,-1.2%,?,0%,5%,?,-3%,-16%
CCn1cc(C(=O)NCc2ccc3c(c2)OCO3)c(=O)c2cc(F)c(N3CCN(C)CC3)cc21,7%[46.1 µM],-1.7%,?,-11%,2%,-6%,-6%,-15%
C/C(Cn1nnc([N+](=O)[O-])n1)=N\NC(=O)c1cccc(Cl)c1,24%[46.1 µM],-1.0%,?,-3%,-4%,-11%,-6%,-7%
Cc1ccc2[nH]c3c(N4CCOCC4)ncnc3c2c1,-7%[46.1 µM],-0.7%,?,-7%,8%,-3%,-3%,-23%
CCOC(=O)c1c(-c2ccc(C)cc2)csc1NC(=O)CCN1CCOCC1,8%[46.1 µM],1.0%,?,.,-13%,-27%,0%,-4%
CCN1C(=O)CC(N2CCC(C(=O)N3CCOCC3)CC2)C1=O (stereo unspecified),0%[46.1 µM],-1.0%,-2%,0%,0%,3%,3%,10%
Cn1c(=O)[nH]c(=O)c2c1nc(Br)n2C/C=N/NC(=O)c1ccccc1,-26%,-1.6%,1%,1%,-2%,0%,0%,-9%
O=C(N/N=C/c1ccco1)c1ccccc1OCc1ccccc1Cl,-28%,-0.6%,-3%,-1%,-7%,5%,-4%,-5%
NC(=O)c1ncc(C(F)(F)F)cc1Oc1cccc(C(F)(F)F)c1,6%[46.1 µM],-2.6%,6%,-4%,-12%,-13%,-2%,-8%
CCCCOC(=O)C1=C(C)Nc2nnnn2C1c1ccccc1Cl (stereo unspecified),-16%[46.1 µM],3.8%,0.45µM*,12%,12%,0%,-3%,-24%
Cc1ccc2c(c1)c1c(n2CC(O)CNC2CCCCC2)CCCC1 (stereo unspecified),-53%,0.8%,?,?,-18%,-5%,-16%,-21%

# Three entries already listed, sorted by the value under GAA inhib, largest number first:
Structure	NPSR antagonist	Epigenetic derep	ALDH1A1 block	GAA inhib	GLA spleen mod	GAA glycogen mod
Cc1csc(NC(=O)CSc2nnc(-c3ccccc3)o2)n1	-13%[46.1 µM]	-0.3%	12%	2%	2%	1%
O=C(N/N=C/c1ccco1)c1ccccc1OCc1ccccc1Cl	-28%	-0.6%	-3%	-1%	-7%	5%
Cc1ccc2[nH]c3c(N4CCOCC4)ncnc3c2c1	-7%[46.1 µM]	-0.7%	?	-7%	8%	-3%
